# Screening data (PubChem)
# Autophagy HCS: autophagy modulation, high-content screen; MEF GFP-LC3 puncta imaging; test concentration mostly 10 µM; calls only at 10 µM (by protocol); hit rate 0.98% among 190,000;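 active = percentage of spot-positive cells more than 3 SD above its plate mean, without a fluorescence outlier flag or 80% toxicity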;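 note: spot-positive cell cutoff set from DMSO-treated cells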
# Insulin prom up: MIN6 insulin promoter up-regulation; MIN6 insulin promoter-GFP reporter, high-content imaging; active compounds read high; z-score at 5 µM; hit rate 0.3% among 190,000; AID 1625;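 active = z-score above 3 at 5 µM with at least 500 cells counted in the well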
# T cell HTS: modulates CD8 T cell binding to vesicles | 2C CD8+ T cell-vesicle binding, flow cytometry; active compounds read low | AID 2052 | calls only at 7 µM | hit rate 0.068% among 330,000;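 active = response, share of CD8 T cells binding vesicles, and their 90th percentile fluorescence all below set limits, cut at about 80% in these data, passing the limit was not always enough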
#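 Incubation: binding step 1.5 h, 37 °C, antibody labelling 20 min, ice; system: murine 2C transgenic CD8+ T lymphocytes; technique: cytometric PE anti-B7-1 and Alexa647 anti-CD8 signals after 1% paraformaldehyde fixation; also added: QL9-charged Drosophila Ld/ICAM-1/B7-1 vesicles; control set: naked versus QL9-loaded vesicles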
# Hep lipid drop: modulators of hepatic lipid droplet formation; hit rate 0.4% among 240,000; inhibition, % at 6.5 µM; AML12 mouse hepatocytes, oleate lipid droplets, BODIPY imaging; AID 1656;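 active = lipid droplet intensity inhibited by at least 50%, with more than 500 cells counted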
#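 Assay system: AML12 hepatocytes (mouse) / Also added: 100 µM oleic acid challenge / Times: overnight treatment with compound plus oleate / Detection: high-content imaging of BODIPY-stained droplets and DAPI nuclei / Evaluation: % inhibition of lipid droplet signal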
# bCat nuc transl: alters nuclear translocation of beta-catenin in HeLa cells; immunofluorescence imaging; nuclear translocation activity, % at 5 µM; hit rate 0.3% among 190,000;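 active = nuclear translocation activity above 50% at 5 µM, with a well cell count of 50 or more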;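 note: per-cell ratio of nuclear to cytoplasmic median beta-catenin stain intensity; plate controls were DMSO negative control for no effect and GSK-3 inhibitor IX positive control for full effect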
#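 Test system: HeLa cells, endogenous beta-catenin; Compound: single 5 µM dose plus 0.02–20 µM confirmation series; Times: compound exposure 24 h at 37°C; Signal: fluorescence imaging of beta-catenin antibody stain plus DAPI; Read-out: % activation, nuclear-to-cytoplasmic median beta-catenin signal ratio per cell.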
# MT stabilize HCS: stabilizes microtubules in HeLa cells; AID 2205; % tubulin-high responders, % at 10 µM; hit rate 0.83% among 200,000; HeLa tubulin immunostaining HCS, 24 h; share of cells brighter than vehicle mean+2SD;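 active = plate Z-score above 3 for both tubulin-high and condensed-nucleus cell shares, with cell loss under 80%, at 10 µM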;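 note: anti alpha tubulin signal scored within the nucleus-defined area of each cell; some results filed as inactive read as strong as hits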
# TNAP activators: stimulation of alkaline phosphatase TNAP activity – biochemical, luminescent, no phosphate acceptor, uHTS, primary screen (AID 1001); purified TNAP, luminescent activation assay, no phosphate acceptor; higher activation fold means a stronger effect; activation fold at 20 µM; hits with a dose series show EC50 in µM; hit rate 0.03% among 200,000; in the data active = activation fold from about 3, or a potency from the dose series; inactive = the rest, 99 in 100 with activation fold below about 1.6; note: many of its hits are not listed in these tables
# human PMI inhibitors: human PMI inhibitors, high substrate, primary screen, biochemical, fluorescence intensity, high mannose 6-phosphate (AID 1220); recombinant PMI enzyme, coupled fluorescence intensity; higher % means a stronger effect; hit rate 0.66% among 190,000; one-dose inhibition, % at 20 µM; IC50 in µM for titrated hits
# PMI inhibitors: MPI enzyme activity inhibition – biochemical, fluorescence intensity, coupled assay, primary screen (AID 1209); purified PMI enzyme, coupled fluorescence intensity; higher % means a stronger effect; inhibition, % at 20 µM; hits with a dose series show IC50 in µM; hit rate 0.42% among 190,000;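 note: plate controls were DMSO vehicle for no effect and wells lacking substrate for full effect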
# Insulin prom up cell count: also measured in Insulin prom up; calls as there; cell count; measured here: cytotoxicity, nuclei count;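 total cells summed across four imaged fields per well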
# Hep lipid drop cells 6.5 µM: second read-out of Hep lipid drop, no call of its own (marks repeat the call); cell count; measured here: cell count, cytotoxicity flag;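 cells counted across two imaged fields per well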
# bCat nuc transl cell count 5 µM: also measured in bCat nuc transl; calls as there; cell count; measured here: cell count, cytotoxicity flag
# T cell HTS vesicle-bound %: also measured in T cell HTS; calls as there; double positive events, %; measured here: CD8+ vesicle-bound cell fraction;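 binding gate set so that unloaded-vesicle control wells show 10% double positive cells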
# MT stabilize HCS Hoechst-high %: also measured in MT stabilize HCS; calls as there; % Hoechst-high responders; measured here: nuclear condensation Hoechst responders;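 share of cells brighter than vehicle mean plus two SD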
# MT stabilize HCS cytotoxicity %: further read-out of MT stabilize HCS, marked with its call; toxicity, %; measured here: cytotoxicity by cell density;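 0% = mean cell density of plate MIN control wells and 100% = no cells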
# Autophagy HCS cell loss 18 h: recorded beside Autophagy HCS, whose call it bears; toxicity, %; measured here: cell loss, nuclei count;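 cell loss after 18 h compound exposure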
# The depositor's hits bear a star; i = inactive; x = not tested or not shown; + = active, no number. Cut-off read from the data, not from the text of the source, unless noted: active = inhibition above about 50%; inactive = the rest.
SMILES,Autophagy HCS,Autophagy HCS cell loss 18 h,Insulin prom up,Insulin prom up cell count,T cell HTS,T cell HTS vesicle-bound %,Hep lipid drop,Hep lipid drop cells 6.5 µM,bCat nuc transl,bCat nuc transl cell count 5 µM,MT stabilize HCS,MT stabilize HCS Hoechst-high %,MT stabilize HCS cytotoxicity %,TNAP activators,human PMI inhibitors,PMI inhibitors
CCn1c(=O)cc(SCC(=O)N2CCN(Cc3ccc4c(c3)OCO4)CC2)c2ccccc21,i,2,-0.21,1143,i,39,x,x,-4.2,989,6.0,2.6,2.4,1,6%,10%
N#C/C(=N\Nc1ccc(S(=O)(=O)N2CCCCCC2)cc1)C(N)=S,i,4,0.55,1368,i,55,-13,690,1.1,1574,5.1,2.8,6.1,0.7,10%,23%
CCCCCCC(C)n1[nH]c(=O)c2c(C)cc(C)nc21 (stereo not given),x,x,0.09,1046,i,51,-42,719,-0.4,1358,x,x,x,x,x,x
COc1ccccc1N(CC(=O)NC1CCCCC1)C(=O)c1csnn1,i,-7,1.1,1292,i,30,-6,758,-1.0,1113,1.5,0.9,2.7,1.1,-6%,-16%
COc1ccc(Br)cc1CN(C)CC(=O)NCCc1ccccc1,i,14,-0.85,1269,i,20,-10,684,-0.1,1092,2.1,2.1,12,1,-3%,-1%
CC(CN1CCCCC1)OC(=O)C(C)(c1ccccc1)c1ccccc1 (stereo not given),i,-7,-0.16,937,i,20,-12,769,-3.4,1165,1.3,1.0,8.6,0.9,-12%,-3%
O=C(COC(=O)C1COc2ccccc2O1)Nc1ccc2c(c1)CCC2 (stereo not given),i,15,0.05,1174,i,56,x,x,-3.7,1017,4.7,1.8,7.8,1.1,0%,2%
Cc1ccc2c(C)c(C(=O)NCc3ccc(S(N)(=O)=O)cc3)oc2c1C,i,0,-1,1378,i,56,-13,569,0.3,980,0.9,0.8,3.1,1.1,6%,-7%
Cc1cc(C)cc(NC(=O)Cn2cnc3c(nnn3Cc3ccc(F)cc3)c2=O)c1,i,24,0.74,1510,i,53,-1,662,-2.8,1069,2.5,2.1,9.1,1.1,8%,3%
COc1cccc(C(=O)Nc2cccnc2)c1OC,i,14,0.23,1569,i,56,11,710,-3.2,1091,2.3,2.2,6.6,1.1,17%,5%
C=CCN=c1scc(-c2ccc3c(c2)NC(=O)CO3)n1/N=C(\C)c1ccccn1,i,4,-1.1,897,x,x,1,670,-1.1,1144,5.8,2.7,5.0,1.1,1%,-17%
Cc1cccc(NC(=O)CCCSc2nc3ccccc3[nH]2)c1,i,-5,0.14,1269,i,44,-2,684,1.2,937,5.0,1.9,7.9,1.2,18%,18%
Cc1cc(C(=O)Cn2nc(C(=O)O)c3ccccc3c2=O)c(C)n1CCc1ccc(Cl)cc1,i,-1,-1.1,1309,i,50,-14,726,-1.6,1169,2.8,3.7,12,1,-1%,5%
Nc1ccccc1N1CCN(C(=O)c2ccccc2)CC1,i,0,x,x,i,31,-6,746,x,x,3.3,1.8,3.5,1,29%,24%
CCOC(=O)c1c(NC(=O)Cn2nc(C(F)(F)F)cc2C)sc2c1CCC2,i,0,1.1,1386,i,35,-2,633,-0.1,913,1.0,2.6,13,1.1,21%,33%
Cc1cc(N/N=C/c2ccc(F)cc2)nc(NCc2ccccc2)n1,x,x,-0.42,993,i,19,1,735,1.9,1309,x,x,x,x,x,x
CC(CCc1ccccc1)NC(=O)COC(=O)C1CCC(C(C)(C)C)CC1 (stereo not given),i,-9,0.18,2324,i,47,-48,610,0.8,984,5.0,2.4,7.3,1.2,11%,20%
COc1ccc(OC)c(NS(=O)(=O)c2ccc(N3CCCC3=O)cc2)c1,+,53*,-1.6,744,i,43,x,x,147*,720*,22*,34*,61*,1.1,4%,-2%
O=C1C=C(N2CCCCC2)C2(CCCCC2)O1,i,25,1.5,1299,i,60,-13,578,-0.5,1474,5.3,1.2,9.1,1.1,13%,10%
O=C(Nc1cc(S(=O)(=O)N2CCOCC2)ccc1N1CCOCC1)c1cc(=O)[nH]c2ccccc12,i,-2,-0.49,1147,i,58,-2,692,0.4,1136,3.1,2.1,5.7,1,-4%,-25%
C[N+]1(CC#CC(O)(c2ccccc2)c2ccccc2)CCCC1,i,2,-0.34,1145,i,25,12,816,2.0,508,3.6,2.1,7.3,1.1,8%,22%
COc1ccccc1CNC(=O)CCC(=O)Nc1nnc(C)s1,i,4,-0.59,1182,i,11,-12,722,-2.3,1234,3.9,1.7,6.8,1.1,-1%,3%
CCOC(=O)c1ccc(N2C(=O)CC(N3CCN(C(=O)c4ccco4)CC3)C2=O)cc1 (stereo not given),i,-4,0.31,1169,i,32,x,x,-7.2,998,1.6,1.5,8.5,1.1,6%,5%
Cc1nc(SCC(=O)NCC(F)(F)F)c2c(-c3cccs3)csc2n1,i,-2,0.12,1562,i,41,1,534,2.1,1196,4.2,2.9,7.2,1,-6%,0%
COc1ccc(C2=NN(C(=O)CSc3nnc(C)c(=O)n3N)C(c3ccco3)C2)cc1 (stereo not given),i,-4,-0.55,1198,i,8,8,695,0.1,1029,2.2,1.9,4.1,1.1,-8%,-10%
Cc1ccc(-c2nn(-c3ccccc3)cc2/C=C2\SC(=S)N(CC(=O)O)C2=O)cc1,x,x,0.91,964,i,18,19,719,0.2,1334,x,x,x,x,x,x
CCC12CN3CC(CC)(CN(C1)C3c1ccc([N+](=O)[O-])o1)C2=O (stereo not given),i,-6,1.8,1483,i,32,4,721,0.2,1089,3.6,2.2,13,1,6%,12%
CN1CCN(c2ccc(CNC(=O)c3ccco3)cc2)CC1,x,x,0.68,1434,i,31,0,652,-4.3,1129,x,x,x,x,x,x
CN1CCC(=NNC(=O)CN(c2cccc(Cl)c2)S(C)(=O)=O)CC1,i,13,0.37,1183,i,40,0,755,-0.2,1041,1.9,2.4,4.2,1.1,-9%,-4%
N#C/C(=C\Nc1ccc(F)c(Cl)c1)S(=O)(=O)c1ccccn1,x,x,-0.01,1455,i,29,-12,644,-2.3,1136,x,x,x,x,x,x

# A different layout for some results above.
# The line under a structure holds: Autophagy HCS, Autophagy HCS cell loss 18 h, Insulin prom up, Insulin prom up cell count, T cell HTS, T cell HTS vesicle-bound %, Hep lipid drop, Hep lipid drop cells 6.5 µM, bCat nuc transl, bCat nuc transl cell count 5 µM, MT stabilize HCS, MT stabilize HCS Hoechst-high %, MT stabilize HCS cytotoxicity %, TNAP activators, human PMI inhibitors, PMI inhibitors
- O=C(Nc1cc(S(=O)(=O)N2CCOCC2)ccc1N1CCOCC1)c1cc(=O)[nH]c2ccccc12
  i, -2, -0.49, 1147, i, 58, -2, 692, 0.4, 1136, 3.1, 2.1, 5.7, 1, -4%, -25%
- C[N+]1(CC#CC(O)(c2ccccc2)c2ccccc2)CCCC1
  i, 2, -0.34, 1145, i, 25, 12, 816, 2.0, 508, 3.6, 2.1, 7.3, 1.1, 8%, 22%

# Further entries
SMILES,Autophagy HCS,Autophagy HCS cell loss 18 h,Insulin prom up,Insulin prom up cell count,T cell HTS,T cell HTS vesicle-bound %,Hep lipid drop,Hep lipid drop cells 6.5 µM,bCat nuc transl,bCat nuc transl cell count 5 µM,MT stabilize HCS,MT stabilize HCS Hoechst-high %,MT stabilize HCS cytotoxicity %,TNAP activators,human PMI inhibitors,PMI inhibitors
O=C(Cn1c(=O)c2c(ncn2Cc2ccccc2)n(Cc2ccccc2)c1=O)N1CCCC1,i,21,1.1,1442,i,5,x,x,-2.6,1372,5.5,1.4,11,1,1%,2%
CCC(CC)C(=O)c1c[nH]c(C(=O)OC)c1,i,6,-0.52,1438,i,25,-1,753,1.5,1478,2.5,1.8,4.4,1.1,3%,9%
Cc1ccc(-n2c(Cc3cccs3)nnc2SCC(N)=O)cc1,i,-1,x,x,i,25,10,772,-5.2,1209,1.1,1.3,7.2,1.1,-6%,-3%
Cc1ccccc1C(=O)NC1CCN(Cc2nnnn2Cc2ccccc2)CC1,i,-1,0.59,1154,i,32,8,629,1.0,992,1.6,0.5,19,1,-2%,3%
COC(=O)c1ccc(NC(=O)Nc2ccc3c(c2)nc(C)n3C)cc1,i,-5,-0.86,1322,i,24,8,701,0.9,1009,1.1,2.1,9.6,1,10%,15%
CC(Sc1nc(-c2ccccc2)cc(=O)[nH]1)C(=O)O (stereo not given),i,-7,0.47,882,i,10,-4,775,-4.2,1151,2.5,1.2,8.1,1.1,-1%,2%
CC(C)(C)OC(=O)NCCCCCNC(=O)c1[nH]cnc1C(=O)N[C@@H](Cc1ccccc1)C(=O)OCc1ccccc1,i,-4,0.12,1455,i,17,16,703,-4.8,1215,1.1,1.1,3.9,1.1,27%,27%
CCC(NC(=O)C1CCC1)c1ccccc1 (stereo not given),i,-5,0.42,1193,i,26,-5,761,-1.6,1242,1.0,0.2,18,1.1,0%,-1%
Cc1ccc(NS(=O)(=O)c2ccc(CCC(=O)NC3CC3)cc2)cc1,i,1,x,x,i,15,13,808,-0.3,1163,1.5,1.4,6.2,1,3%,-2%
O=C(NC1CCCCC1)c1ccc(CS(=O)(=O)Cc2ccccc2F)o1,i,-2,x,x,i,20,11,784,-0.1,988,2.2,1.2,2.9,1.1,10%,1%
Cn1c(-c2cc(Br)ccc2O)n[nH]c1=S,i,5,-0.15,1245,i,39,1,754,x,x,6.7,2.6,4.3,0.9,2%,5%
Cn1cc(C(=O)N2CCc3ccccc3C2)c(=O)c2cc(S(=O)(=O)N3CCOCC3)ccc21,i,15,-0.22,1246,i,39,-15,702,-0.3,1165,3.5,1.5,1.5,1.1,6%,2%
O=C(c1ccccc1Oc1ccccc1)N1CCN(c2ccccc2F)CC1,i,1,x,x,i,44,2,806,x,x,3.0,1.5,6.1,1.1,-4%,-2%
Cc1occc1C(=O)Nc1ccc(Br)cc1F,i,-1,x,x,i,16,23,801,-19,1273,1.1,1.0,2.9,1.1,14%,15%
CCCCn1c(=O)n(CC(=O)NCc2ccc(C)cc2)c(=O)c2c1nc(CO)n2CCC,i,-9,1,1397,i,60,x,x,0.1,1308,3.0,2.3,0.3,1.1,-11%,0%

# No enrichment for hits, and some 2.9% of all compounds hit somewhere here.
